GDH-TPI inh: GDH-TPI coupled enzyme inhibition counter-screen; inhibition, % at 4.8 µM; GDH-TPI coupled enzyme counterscreen, NADH absorbance; 360,000 compounds, 1.2% hits;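 further: 0% = DMSO wells and 100% = wells lacking the enzyme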
FadD28 binding: blocks FadD28 binding to the bisubstrate probe | 360,000 compounds, 0.22% hits | AID 588549 | fluorescence polarization | inhibition, % at 12.5 µM; in the data active means inhibition above about 8.5%, passing the limit was not always enough; inconclusive means no clear call, values can overlap the other calls
Mtb UGM inh: inhibitors of M. tuberculosis UDP-galactopyranose mutase; inhibition, % at 10 µM; AID 504406; 320,000 compounds, 0.06% hits; P9WIQ1; purified UGM, fluorescence polarization probe displacement; in the data active means inhibition above about 10%, passing the limit was not always enough; inconclusive means no clear call, values can overlap the other calls
Target sequence (P9WIQ1 whole entry, looked up): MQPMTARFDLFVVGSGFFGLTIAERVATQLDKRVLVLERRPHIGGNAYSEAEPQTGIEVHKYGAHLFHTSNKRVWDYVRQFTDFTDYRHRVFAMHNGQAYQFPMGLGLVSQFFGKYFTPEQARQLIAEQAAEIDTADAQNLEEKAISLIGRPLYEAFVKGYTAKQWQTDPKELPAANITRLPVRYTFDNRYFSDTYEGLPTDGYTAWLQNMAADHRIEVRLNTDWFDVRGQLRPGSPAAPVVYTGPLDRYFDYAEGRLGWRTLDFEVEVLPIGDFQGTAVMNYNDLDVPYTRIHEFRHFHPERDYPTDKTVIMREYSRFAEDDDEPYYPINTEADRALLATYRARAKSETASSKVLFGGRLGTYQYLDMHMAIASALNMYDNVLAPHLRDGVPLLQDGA
BoNT A protease: inhibitors of Botulinum neurotoxin A light chain protease. 360,000 compounds, 0.17% hits. inhibition, % at 10 µM. multiplex microsphere protease substrate cleavage, flow cytometry. AID 588499; in the data active means inhibition above about 30%; inconclusive means no clear call, values can overlap the other calls; further: plate controls were buffer without enzyme for full effect and enzyme alone for no effect
Mtb FBA inh: Mtb fructose-bisphosphate aldolase inhibition | purified M. tuberculosis FBA, fluorescence read-out | inhibition, % at 1 µM | AID 588726 | 360,000 compounds, 2.3% hits; in the data active means inhibition above about 27%;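 further: 0% = vehicle and 100% = reference inhibitor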
Target sequence (P9WQA3 whole entry, looked up): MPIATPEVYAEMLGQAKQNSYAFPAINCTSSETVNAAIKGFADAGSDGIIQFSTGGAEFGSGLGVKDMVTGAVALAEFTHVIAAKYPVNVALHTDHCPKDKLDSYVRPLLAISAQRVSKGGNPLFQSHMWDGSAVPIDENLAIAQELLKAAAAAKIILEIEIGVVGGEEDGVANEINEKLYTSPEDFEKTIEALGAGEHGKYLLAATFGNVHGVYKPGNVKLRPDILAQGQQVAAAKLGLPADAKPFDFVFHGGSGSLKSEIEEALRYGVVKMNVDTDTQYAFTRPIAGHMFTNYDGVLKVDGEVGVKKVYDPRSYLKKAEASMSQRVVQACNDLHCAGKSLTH
PrPC surface inh: inhibitors of human cell surface prion protein PrPC; 370,000 compounds, 0.43% hits; AID 720596; TR-FRET read-out; inhibition, % at 13.8 µM; P04156; in the data active means inhibition above about 24%; further: 0% = median of the test wells and 100% = reference compound wells
BoNT F protease: inhibitors of Botulinum neurotoxin F light chain protease. Multiplex microsphere protease cleavage assay, flow cytometry. 360,000 compounds, 0.22% hits. AID 588497. inhibition, % at 10 µM; in the data active means inhibition above about 35%, passing the limit was not always enough; inconclusive means no clear call, values can overlap the other calls; further: plate controls were buffer without enzyme for full effect and enzyme alone for no effect
Mtb BioA inh: BioA (M. tuberculosis) enzyme inhibition; purified M. tuberculosis BioA enzyme, plate reader; inhibition, % at 9.99 µM; 360,000 compounds, 0.096% hits; AID 602481; in the data active means inhibition above about 40%; inconclusive means no clear call, values can overlap the other calls
CCHFV vOTU inh: blocks the CCHF virus ovarian tumor domain protease; CCHFV vOTU protease, Pep-AMC fluorescence; inhibition, % at 11.5 µM; 370,000 compounds, 0.55% hits; further: 0% = vehicle wells with enzyme and 100% = no enzyme wells
Starred values were filed as active, the others as inactive; ? = inconclusive; / = not tested or not shown; + = active, no number. Unless noted, no stated cut-off is given here; in the data, active means inhibition above about 30%; inactive means the rest. Random draw from the library; any-hit rate near 4.8%.

Keys: A = GDH-TPI inh; B = FadD28 binding; C = Mtb UGM inh; D = BoNT A protease; E = Mtb FBA inh; F = PrPC surface inh; G = BoNT F protease; H = Mtb BioA inh; I = CCHFV vOTU inh
> CCn1c(SCC(=O)N2CCOCC2)nc2c([nH]c3ccccc32)c1=O
  A: 9; B: 0.2; C: -1.6; D: 1.1; E: -1; F: 1; G: 7; H: -1.8; I: -2

> C/C(=N\NC(=O)Cc1ccc(Cl)cc1)c1ccccn1
  A: 12; B: -4.5; C: 1.8; D: -2.4; E: -2; F: 7; G: -10; H: -0.4; I: -4

> Cn1c(CNC(=O)OC(C)(C)C)nnc1SCc1c(Cl)cccc1Cl
  A: 0; B: -0.8; C: 0.3; D: ?; E: 0; F: 5; G: ?; H: -1.1; I: -20

> Cc1cccc(C(=O)NCC(=O)N2CCN(c3ccccn3)CC2)c1
  A: -2; B: /; C: 2.9; D: 0.4; E: 13; F: 6; G: -6; H: -0.5; I: 11

> O=C(NCc1csc2ccc(Cl)cc12)Nc1cccc2ccccc12
  A: -6; B: -2.9; C: -1.2; D: -0.4; E: -2; F: 2; G: -6; H: /; I: -4

> Cc1ccc(C2=C/C(=C/c3cccnc3)C(=O)O2)c(C)c1
  A: 3; B: -0.9; C: -0.5; D: 0.8; E: -3; F: 4; G: 0; H: /; I: 10

> COC(=O)c1sccc1NC(=O)Nc1cccc(C(C)=O)c1
  A: 6; B: -4.4; C: -2.2; D: 0.2; E: 2; F: 5; G: 1; H: /; I: 5

> COc1ccc(CC(N)c2csc(Nc3nc(C)cnc3C)n2)cc1 (configuration not stated)
  A: 12; B: -1.7; C: /; D: -0.2; E: 2; F: -10; G: -20; H: 2.5; I: 22

> CC(O)(c1cccnc1)c1nc(-c2cccc(F)c2)cs1 (configuration not stated)
  A: 5; B: -1.7; C: /; D: -0.1; E: -3; F: 3; G: 5; H: 2.2; I: -10

> CCC(=O)N1CCc2cc(S(=O)(=O)CCC(=O)Nc3ccc(CC)cc3)ccc21
  A: 5; B: -3.0; C: -1.8; D: -0.9; E: 1; F: 4; G: 1; H: 1.4; I: -3

Full records from above.
CCn1c(SCC(=O)N2CCOCC2)nc2c([nH]c3ccccc32)c1=O across the screens: GDH-TPI inh = 9; FadD28 binding = 0.2; Mtb UGM inh = -1.6; BoNT A protease = 1.1; Mtb FBA inh = -1; PrPC surface inh = 1; BoNT F protease = 7; Mtb BioA inh = -1.8; CCHFV vOTU inh = -2
O=C(NCc1csc2ccc(Cl)cc12)Nc1cccc2ccccc12 across the screens: GDH-TPI inh = -6; FadD28 binding = -2.9; Mtb UGM inh = -1.2; BoNT A protease = -0.4; Mtb FBA inh = -2; PrPC surface inh = 2; BoNT F protease = -6; Mtb BioA inh = /; CCHFV vOTU inh = -4

New compounds follow.
Keys: A = GDH-TPI inh; B = FadD28 binding; C = Mtb UGM inh; D = BoNT A protease; E = Mtb FBA inh; F = PrPC surface inh; G = BoNT F protease; H = Mtb BioA inh; I = CCHFV vOTU inh
> CC(C)Cn1cnc2c1c(=O)n(CC(=O)NN)c(=O)n2Cc1ccccc1
  A: 8; B: -2.8; C: -1.9; D: 3.7; E: 4; F: -6; G: ?; H: /; I: -2

> O=C(COC(=O)C1=COCCO1)NCc1ccc(Cl)cc1Cl
  A: 1; B: -1.0; C: /; D: -0.3; E: -1; F: 8; G: 0; H: -1.3; I: -12

> Cc1nc2scc(-c3ccc(Cl)cc3)c2c(=O)n1N
  A: 9; B: -2.0; C: -0.8; D: 0.0; E: 0; F: 2; G: -2; H: /; I: -2

> CC(C)(C)C1CCC(OCC(O)CN2CCN(c3ccccc3)CC2)CC1 (configuration not stated)
  A: 1; B: -3.1; C: -0.1; D: -0.4; E: 1; F: -1; G: 1; H: -1.5; I: 21

> CCn1c(SCC(=O)Nc2ccc(OC)cc2OC)nc2nc3c(cc2c1=O)COC(C)(C)C3
  A: 2; B: -3.4; C: 1.0; D: 4.2; E: 3; F: -3; G: ?; H: 2.6; I: 4

> COc1ccc(CCCc2nnc(SCC(=O)N/N=C\c3ccc(O)c(OC)c3)o2)cc1C
  A: 18; B: -6.4; C: 0.4; D: -0.8; E: -1; F: -4; G: -6; H: 0.8; I: 5

> CCN(CC)CCNc1nc(-c2ccc(OC)cc2)c(-c2ccc(OC)cc2)s1
  A: 3; B: -0.7; C: -2.1; D: -0.9; E: 0; F: -9; G: -13; H: /; I: 23

> CC1Cc2ccccc2N1C(=O)Cn1cnc2ccccc21 (configuration not stated)
  A: -3; B: -0.5; C: -1.5; D: -1.6; E: 3; F: 6; G: -8; H: /; I: -9

> COc1ccc(OC)c(C(=O)/C=C/c2ccccc2C(F)(F)F)c1
  A: 4; B: -1.7; C: -1.4; D: -0.5; E: 3; F: 3; G: -7; H: 1.9; I: 3

> Cc1cc(C)cc(C(=O)NC(=S)Nc2ccc3c(c2)OCCO3)c1
  A: 10; B: 1.2; C: -1.9; D: -0.9; E: -3; F: 8; G: -16; H: /; I: -13

> O=C(CC(Cc1ccccc1)C(=O)O)NCCc1ccc2c(c1)OCO2 (configuration not stated)
  A: -8; B: -2.1; C: 1.7; D: ?; E: 3; F: -9; G: -110; H: -1.1; I: -3

> COc1ccccc1C/C(N)=N/OC(=O)COc1cccc2ccccc12
  A: -4; B: -3.3; C: -0.1; D: 3.5; E: -3; F: -3; G: 1; H: /; I: -9

> C=CCn1c(SCc2nc3sc4c(c3c(=O)[nH]2)CCCC4)nc2ccccc2c1=O
  A: 11; B: -6.8; C: 0.8; D: 1.4; E: 1; F: 6; G: 12; H: -1.2; I: 8

> COc1ccc(NC(=O)COC(=O)C2CCCN2C(=O)OC(C)(C)C)cc1Cl (configuration not stated)
  A: 2; B: -3.4; C: /; D: -0.6; E: 0; F: -3; G: 5; H: -0.2; I: -8

> CCN1CCN(C(=O)C2CCN(C(=O)Nc3ccccc3)CC2)CC1
  A: 12; B: -3.4; C: 1.1; D: -0.2; E: -3; F: -3; G: 2; H: 0.1; I: -8

> COc1nc(N(C)C)nc(N2CC(=O)N(CCNS(=O)(=O)c3ccc(C)cc3)C2=N)n1
  A: 4; B: -3.1; C: -0.2; D: 0.3; E: 1; F: -2; G: 0; H: 1.6; I: 10

> CC(=O)C1C=CC(C)(C(=O)O)C2C=C(C)C(=O)C(C)(O)C12 (configuration not stated)
  A: 3; B: -4.5; C: /; D: 0.0; E: -1; F: 4; G: -4; H: 1.8; I: 6

> O=C1CN(C(=O)NCC(=O)N2CCCC2)c2ccccc2N1
  A: 2; B: -4.6; C: -2.0; D: 0.0; E: -1; F: -3; G: 2; H: -1.0; I: -1

> Cc1ccc(C)c(N(C)C(=O)c2cc3c(=O)[nH]c4ccc(C)cc4c3s2)c1
  A: 12; B: -4.9; C: -0.3; D: -0.5; E: 0; F: 1; G: -3; H: /; I: 4

> COc1cc(-c2noc(-c3cccs3)n2)cc(OC)c1OC
  A: -1; B: -4.6; C: 0.7; D: ?; E: 1; F: -8; G: -1; H: -3.7; I: 0

> O=C1CCCc2cc(S(=O)(=O)N3CCC(C(=O)NCc4ccccc4)CC3)ccc2N1
  A: 3; B: -1.2; C: 4.2; D: -2.7; E: 2; F: -2; G: -7; H: 11; I: -3

> COc1ccc(/C=C/C(=O)Nc2ccc(S(=O)(=O)Nc3cc(C)nc(C)n3)cc2)cc1OC
  A: 25; B: /; C: 2.0; D: -0.9; E: 5; F: -5; G: -2; H: -1.1; I: 3

> CCC(CC)N1CCN(C(=O)c2cccc(Cl)c2)CC1
  A: -9; B: 0.5; C: -1.4; D: 0.2; E: 1; F: 1; G: ?; H: 1.7; I: -6

> O=C(NC1CCCc2ccccc21)c1ccc(Br)cc1 (configuration not stated)
  A: 3; B: 1.6; C: -5.5; D: 0.8; E: 3; F: 1; G: -3; H: -5.3; I: 14

> Cc1[nH]n(C2=NCCS2)c(=O)c1N=Nc1cccc(C(F)(F)F)c1
  A: 4; B: -2.0; C: 1.1; D: -1.8; E: -3; F: 0; G: -10; H: /; I: -10

> CCOC(=O)C1CCN(Cc2ccc(F)c(F)c2)CC1
  A: -2; B: -3.2; C: 0.1; D: 2.0; E: -1; F: 5; G: 10; H: /; I: 0

> CCC(Sc1nc(C)cc(=O)[nH]1)C(=O)Nc1ccc(Cl)cn1 (configuration not stated)
  A: 4; B: -5.3; C: 0.1; D: 0.4; E: -2; F: 2; G: 7; H: 0.7; I: 11

> CN(C)c1nc(SCCOC(=O)COc2ccc(Cl)cc2Cl)nc(N(C)C)n1
  A: 3; B: -1.4; C: -1.8; D: ?; E: 1; F: 6; G: 10; H: -0.7; I: -1

> Cc1ccc(COc2ccccc2-c2cc(C(=O)N/N=C/c3cccnc3)[nH]n2)cc1
  A: 6; B: -1.2; C: -0.1; D: -2.8; E: -1; F: 8; G: ?; H: /; I: -12

> CC(C)(C)n1nnnc1C(c1cccs1)N(Cc1cccnc1)Cc1ccccc1Cl (configuration not stated)
  A: 9; B: -3.0; C: -0.5; D: 0.9; E: -8; F: 1; G: 6; H: -0.1; I: -1

> CC(C)(C)c1ccc(S(=O)(=O)NC(=O)C2(C)CCN2C(=O)C2CCCCC2)cc1 (configuration not stated)
  A: 5; B: -1.1; C: /; D: 0.0; E: 5; F: 6; G: 7; H: -0.7; I: -2

> Nc1nc2n(n1)C(=O)CC(c1ccc(Cl)cc1)N2 (configuration not stated)
  A: -4; B: -1.0; C: -1.2; D: 0.1; E: 5; F: -1; G: -4; H: /; I: 7

> Cc1cccc(NC(=O)C(C)Sc2nnc(-c3cccnc3)o2)c1 (configuration not stated)
  A: 1; B: /; C: 1.6; D: 1.4; E: -1; F: 0; G: 3; H: 12; I: 1

> C/C(=N\NC(=O)c1ccc(CN2CCOCC2)cc1)c1ccc(NC(=O)c2ccccc2)cc1
  A: 1; B: -2.5; C: -0.6; D: -0.5; E: -1; F: 2; G: 1; H: 0.7; I: 3

> CCOc1ccc(S(=O)(=O)NCCC(=O)NCC2CCCO2)cc1 (configuration not stated)
  A: -3; B: -3.0; C: -2.2; D: 0.3; E: -1; F: 8; G: 4; H: -2.6; I: 8

> Cc1cc(NCCOCCO)n2c(nc3ccccc32)c1C#N
  A: 11; B: -2.1; C: 0.9; D: -3.3; E: +; F: 3; G: ?; H: -0.1; I: -244

> CCOC(=O)N1CCC(NC(=O)c2cn(-c3ccc(OC)cc3)c(=O)c3ccccc23)CC1
  A: -4; B: -0.9; C: -3.7; D: 0.6; E: 1; F: -4; G: 4; H: -0.8; I: -4

> CCCCCC(/C=N/Nc1ccc(S(=O)(=O)N2CCOCC2)cc1[N+](=O)[O-])=C\c1ccccc1
  A: 8; B: -0.9; C: -1.0; D: -0.5; E: 1; F: -2; G: -7; H: -1.5; I: 13

> CCOc1ccc(NC(=O)c2ccccc2NC(=O)c2cccnc2)cc1
  A: -5; B: -3.4; C: -1.3; D: -4.0; E: -2; F: -3; G: ?; H: 0.0; I: -7

> NC1=NC(=O)C2(COC(c3cccc([N+](=O)[O-])c3)OC2)S1 (configuration not stated)
  A: 8; B: 1.7; C: -0.9; D: -0.1; E: -1; F: -2; G: -5; H: /; I: -4

> COc1ccc(C(=O)c2c(-c3ccc(OC)cc3)oc3ccccc23)cc1
  A: 5; B: -0.9; C: -0.5; D: 1.8; E: 1; F: -37; G: -1; H: -4.7; I: 10

> COc1ccc(Cl)cc1NS(=O)(=O)c1ccc2c(c1)NC(=O)CCS2
  A: -7; B: -5.0; C: 0.8; D: -1.0; E: 0; F: 2; G: 1; H: -0.4; I: 14

> Cc1[nH]c2ccccc2c1/C=N/NC(=O)CNC(=O)c1ccccc1
  A: 16; B: 0.0; C: 3.4; D: 0.0; E: 0; F: -10; G: 7; H: /; I: 9

> CSc1ccc(S(=O)(=O)NCC(=O)OCC(=O)N2CCCC2=O)cc1[N+](=O)[O-]
  A: 9; B: -1.9; C: /; D: 0.3; E: 0; F: -27; G: ?; H: -2.1; I: -6

Two of these compounds, reformatted:
Sequence of screens: GDH-TPI inh, FadD28 binding, Mtb UGM inh, BoNT A protease, Mtb FBA inh, PrPC surface inh, BoNT F protease, Mtb BioA inh, CCHFV vOTU inh
> Cc1[nH]c2ccccc2c1/C=N/NC(=O)CNC(=O)c1ccccc1
    16, 0.0, 3.4, 0.0, 0, -10, 7, /, 9
> CSc1ccc(S(=O)(=O)NCC(=O)OCC(=O)N2CCCC2=O)cc1[N+](=O)[O-]
    9, -1.9, /, 0.3, 0, -27, ?, -2.1, -6

Assay outcomes from PubChem.
